Lipid storage S3: qHTS Assay for Lipid Storage Modulators in Drosophila S3 Cells. 0.64% of 320,000 active. Drosophila S3 cells, BODIPY lipid droplet fluorescence, 18-24 h; cells fed with added oleic acid. Potency in µM for hits, for the others lipid storage change, negative = inhibition, % at the top dose, mostly 46.1 µM. AID 2685; active = well fitted inhibition curve with a large enough effect in the signal ratio, with a control signal flat, not every such curve was filed as active; inconclusive = small, poorly fitted or top-dose-only effect, or effect the other way, or a change in a side signal; the % refers to the signal ratio
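Laser-scanning cytometry quantifies lipid droplet accumulation (500–530 nm total intensity; droplet/cell object ratio) in oleic acid-fed (400 uM added) Drosophila S3 cells treated with a concentration series. 20 uM Triacsin C defined 100% inhibition.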
Lipid storage S3 cell count max: also measured in Lipid storage S3; calls as there; cell number change, %; measured here: cell count max response;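 cells counted by Cell Tracker Red CMTPX staining in the red channel; peak over a dose series mostly up to 46.1 µM; percent activity relative to internal control wells on each plate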
Starred values were filed as active, the others as inactive; i = inactive; ? = inconclusive; . = not tested or not shown. % is set by controls: 0 for no effect and ±100 for the full control effect; potency is the fitted concentration of half-maximal effect. An excerpt; the hit share may differ from the screen's.

Lipid storage S3 | Lipid storage S3 cell count max | canonical_smiles
5.8% | 6.1 | Cc1nc2ccccc2n1CC(=O)c1ccccc1
-11.8% | 16.4 | CCN(CC)C(=O)CSc1nnc([C@@H](N)C(C)C)o1
14.6% | 0.2 | C[C@H]1CN=C(Nc2ccccc2)N1CCc1ccc(F)cc1
-14.3% | -5.3 | COC(=O)c1cc(NC(=O)CN(c2ccc(OC)cc2)S(=O)(=O)c2ccc(F)cc2)ccc1Cl
0.7% | 15.2 | CC(C)C(=O)Nc1ccc(-c2ccc3nncn3n2)cc1
? | . | Cc1nc(=O)c(-c2ccccc2)c(C)n1CCCO
? | . | CC1CCN(CCc2nc3cc(NC(=O)COc4ccc(Cl)cc4)ccc3n2C)CC1
? | . | O=C(Nc1nnc(-c2ccccc2)o1)c1cccc(N2C(=O)CCC2=O)c1
? | . | O=S(=O)(c1ccccc1)N1CCCc2ccccc21
? | . | Nc1nc(N2CCCCC2)nc(N2CCCCC2)n1
20.5% | . | CC(OC(=O)COc1ccccc1Cc1ccccc1)C(=O)N(C)c1ccccc1 (stereo not drawn)
? | . | CC(/C=C1\SC(=S)N(CCC(=O)Nc2ccccc2O)C1=O)=C\c1ccccc1
? | . | CC1(C)CC(=O)C2=C(C1)OC(N)=C(C#N)C21CCC2(CC1)OCCO2
-9.5% | 0.2 | O=C(CCCOc1ccccc1)NCC1CCCO1 (stereo not drawn)
i | -13.8 | Cc1cccnc1CCNC(=O)c1ccc(OC2CCN(Cc3ccccn3)CC2)cc1
? | . | Cc1ccccc1OC(C)C(=O)Nc1ccc2c(c1)OCCO2 (stereo not drawn)
? | . | O=C(NCC(=O)N1CCCC1)c1ccc(Br)o1
-11.3% | -27.8 | O=C(NCCc1ccccc1)Nc1cccc(Cl)c1
? | . | O=C(CN1C(=O)N/C(=C\c2ccccc2OCc2ccc(C(=O)O)cc2)C1=O)Nc1ccccc1F
-10.0% | 1.4 | Cc1ccc([N+](=O)[O-])cc1-c1ccc2cccc(C)c2n1

Arranged by heavy-atom count (low to high): three of the compounds above
Lipid storage S3 | Lipid storage S3 cell count max | canonical_smiles
? | . | O=C(NCC(=O)N1CCCC1)c1ccc(Br)o1
-10.0% | 1.4 | Cc1ccc([N+](=O)[O-])cc1-c1ccc2cccc(C)c2n1
? | . | CC1(C)CC(=O)C2=C(C1)OC(N)=C(C#N)C21CCC2(CC1)OCCO2

(more compounds)
Lipid storage S3 | Lipid storage S3 cell count max | canonical_smiles
? | . | COc1ccc(Cl)cc1NC(=O)C(C)N1CCc2ccccc21 (stereo not drawn)
? | . | Cc1ccc(C)c(NC(=O)Cn2nnc(C(=O)NCc3ccco3)c2N)c1
2.8% | 9.1 | C/C(CC(=O)Nc1cccnc1)=N/NC(=O)COc1ccc(Cl)cc1Br
i | . | CCCCC(CCC(=O)Nc1ccccc1C(=O)OCC)C(=O)O (stereo not drawn)
? | . | Cc1ccc(S(=O)(=O)N2CCCCC2)cc1C(=O)NC1CC(C)(C)NC(C)(C)C1
? | . | Cc1c(Cl)cccc1NC(=O)CCC(=O)N/N=C/c1ccco1
-3.8% | -7.5 | Cc1[nH]c(C)c(S(=O)(=O)NCc2ccccc2Cl)c1C(=O)N1CCCC1
? | . | O=C(Nc1ccncc1)c1cc(-c2ccccn2)nc2ccc(Br)cc12
i | -28.5 | CCCCN(CC)C(=O)/C=C/c1cccc([N+](=O)[O-])c1
7.3% | -14.4 | Clc1ccc(N2COC3c4cccc5cccc(c45)C32)cc1 (stereo not drawn)
? | . | O=C(CSc1nc(-c2ccccc2)c(-c2ccccc2)o1)N1CCOCC1
? | . | Cc1ccc(-c2ccc(CCC(=O)O)n2-c2cccc(C(=O)O)c2)cc1
? | . | Nc1nc(C23CC4CC(CC(C4)C2)C3)cs1
10.3% | 22.9 | Cc1ccc(S(=O)(=O)N(CC(=O)N2CCCC2)C2CCCCC2)cc1
? | . | Cc1ccc(CN(C(=O)c2csnn2)C(C(=O)NC2CCCC2)c2ccc(C)o2)cc1 (stereo not drawn)
? | . | COC(=O)C(Cc1cnc(Cl)s1)(C(=O)OC)c1ccc([N+](=O)[O-])cc1
? | . | CC(C)[C@H](NC(=O)OCc1ccccc1)C(=O)N[C@@H](Cc1c[nH]c2ccccc12)C(=O)O
? | . | Cc1ccnn1CC(=O)N/N=C/c1ccc([N+](=O)[O-])s1
? | . | O=C(NCCCn1ccnc1)c1ccco1
? | . | CCOc1ccccc1NC(=O)CSc1nnnn1C1CCCC1

Filtered by structure, the compounds so far with an NH in an aromatic ring
Lipid storage S3 | Lipid storage S3 cell count max | canonical_smiles
-3.8% | -7.5 | Cc1[nH]c(C)c(S(=O)(=O)NCc2ccccc2Cl)c1C(=O)N1CCCC1
? | . | CC(C)[C@H](NC(=O)OCc1ccccc1)C(=O)N[C@@H](Cc1c[nH]c2ccccc12)C(=O)O

Continuation:
Lipid storage S3 | Lipid storage S3 cell count max | canonical_smiles
? | . | O=C(Cc1cccc2ccccc12)Nc1cc(Cl)ccc1C(=O)O
6.7% | 2.9 | COc1ccc(-c2c(=O)n(OCc3nc4ccccc4[nH]3)c3ccccc3[n+]2[O-])cc1
13.5% | -10.5 | COc1cc2c(cc1OC)CN(C(=O)CSc1ccc(F)cc1)CC2
i | 10.8 | CCCCOc1ccc(C2CC(=O)NC2=O)cc1 (stereo not drawn)
? | . | O=C(c1ccccc1)C1CCN(C(=O)C2CCC(=O)N(Cc3ccccc3F)C2)CC1 (stereo not drawn)
? | . | CC(OC(=O)c1cccc(O)c1)C(=O)N(C)Cc1ccccc1 (stereo not drawn)
-19.3% | -19.6 | O=C(CC1C(=O)NCCN1Cc1ccc(F)cc1Cl)NC1CCCCCCC1 (stereo not drawn)
? | . | CN1C=C/C(=C\c2cc[n+](C)c3ccccc23)c2ccccc21
16.5% | -2.5 | Nc1ccc2c(c1)Nc1ccccc1CC2
? | . | COc1cc(CN2CCC(n3nccc3NC(=O)c3ccc4c(c3)OCO4)CC2)ccc1O
? | . | CCOC(=O)C1(CCOc2ccccc2)CCN(Cc2ccc3c(c2)OCCO3)CC1
? | . | COCCN(C(=O)COC(=O)C1(c2ccccc2)CC1)c1c(N)n(CC(C)C)c(=O)[nH]c1=O
18.3% | 8.4 | CC(C(=O)Nc1ccc([N+](=O)[O-])cc1)N1CCN(C/C=C/c2ccccc2)CC1 (stereo not drawn)
? | . | CCN(CC)/C(=N/O)NC(=O)NS(=O)(=O)c1ccc(C)cc1
25.6% | -0.8 | CCc1c(O)nc(SCC(=O)N2CCOCC2)n(-c2ccccc2)c1=O
-9.8% | -13.2 | COc1cccc(NC(=S)NN2CCN(C)CC2)c1
12.9% | -16.2 | O=C(c1ccccc1F)N(Cc1ccc2c(c1)OCO2)Cc1cc2cc3c(cc2n2nnnc12)OCO3
10.9% | -1.2 | COc1c(/C=N/NC(N)=S)c(C)nn1-c1ccccc1
17.5% | 11.7 | COCC(C)N1CCC(n2nccc2NC(=O)c2ccc3c(c2)OCO3)CC1 (stereo not drawn)
? | . | Cc1c(OCC(N)=O)ccc2c(-c3ccccc3)cc(=O)oc12
i | . | CCOc1ccccc1NC(=O)CSc1nccn1-c1ccccc1
i | 16.2 | CC1CCCCN1S(=O)(=O)c1ccc(C(=O)N2CCOCC2)cc1 (stereo not drawn)
? | . | Cc1ccc(N(CC(=O)NC(C)(C)C)C(=O)CCC(=O)Nc2nccs2)cc1C
16.7% | 7.4 | Oc1cccc(CCC2CCCCN2Cc2cn[nH]c2-c2ccc3c(c2)OCO3)c1 (stereo not drawn)
? | . | O=C1CSC(c2cccc(F)c2)N1c1ccccc1F (stereo not drawn)
? | . | CCOc1cc(/C=N/NC(=O)CSc2cccc3cccnc23)ccc1O
? | . | Cc1ccc(-c2nc3ccc(NS(=O)(=O)c4ccccc4)cc3[nH]2)o1
23.4% | 0.3 | COc1ccc(-c2cn(CC3CCCCC3)nn2)cc1
-1.9% | -2.0 | Clc1cccc(CNCCCSc2ncccn2)c1
-5.2% | 25.6 | Cc1ccnc(NC(=O)CCC(=O)N(CC(=O)NC2CCCCC2)Cc2ccccc2)c1
2.3% | 16.5 | CCOC(=O)c1cccc(NC(=O)Cn2cc3c(n2)CCC(C)C3)c1 (stereo not drawn)
? | . | CSCCC(NC(=O)c1ccc([N+](=O)[O-])cc1Cl)C(=O)OC(C)C(=O)NCc1ccco1 (stereo not drawn)
i | 2.0 | CN(C)S(=O)(=O)NCC1CCCN(Cc2ccc(-c3ccccc3)cc2)C1 (stereo not drawn)
? | . | Cc1c(C(N)=O)sc(N)c1C(=O)OC(C)C
-0.7% | -9.6 | CCC(CO)Nc1nc(CN2CCCCC2)nc2scc(-c3ccccc3)c12 (stereo not drawn)
-6.5% | -6.4 | C/C(O)=C(\C#N)c1nnc2n1CCCCC2
? | . | CC1CCCN(S(=O)(=O)c2ccc(NC(=O)[C@@H]3CCCN3C(=O)c3cccs3)cc2)C1 (stereo partly drawn)
? | . | CCOc1ccc(-c2cc(C(=O)O)c3ccccc3n2)cc1
? | . | Cc1cccc2c(=O)cc(C)n(CC(=O)N3CCOCC3)c12
? | . | CNC(=S)N/N=C/c1cccc(OCc2ccccc2F)c1

One compound at a time (already shown):
Results for CCOC(=O)c1cccc(NC(=O)Cn2cc3c(n2)CCC(C)C3)c1 (stereo not drawn) = Lipid storage S3 = 2.3%; Lipid storage S3 cell count max = 16.5
Results for CC1CCCN(S(=O)(=O)c2ccc(NC(=O)[C@@H]3CCCN3C(=O)c3cccs3)cc2)C1 (stereo partly drawn) = Lipid storage S3 = ?; Lipid storage S3 cell count max = .

(next part)
Lipid storage S3 | Lipid storage S3 cell count max | canonical_smiles
? | . | COc1ccc(NC(=O)Nc2ccc(C(C)C)cc2)cc1
? | . | O=C(NC(Cc1ccccc1)c1ccc2c(c1)OCCCO2)c1ccc(F)cc1 (stereo not drawn)
? | . | Cc1[nH][nH]c(=O)c1C(c1ccc2c(c1)OCO2)c1c(C)[nH][nH]c1=O
13.1% | -3.6 | CC(C)N1CCC(=NNc2ccc(S(=O)(=O)N3CCOCC3)cc2[N+](=O)[O-])CC1
6.6% | -11.6 | COC(=O)c1ccccc1S(=O)(=O)N1CCC(C(=O)NC2CCCCC2)CC1
-6.1% | 11.0 | CCN(CC)C(=O)CSc1nc2ccsc2c(=O)n1CCCC(=O)NCCc1ccc(S(N)(=O)=O)cc1
? | . | CCN(CC)S(=O)(=O)c1ccc(C(=O)NCCc2ccccn2)cc1
? | . | CCOC(=O)c1ccc(-c2ccc(/C=N/NC(=O)CN(c3cccc(C)c3)S(C)(=O)=O)o2)cc1
? | . | Cc1cccc(-c2sc(Nc3ccccc3)n[n+]2-c2ccc(F)cc2)c1
? | . | O=C(CN1C(=O)c2ccc([N+](=O)[O-])cc2C1=O)Nc1ccccc1N1CCCC1
-15.9% | -3.2 | Nc1cc(N)nc(CS)n1
9.9% | -24.0 | O=C1CN(C(=O)COC(=O)c2ccc([N+](=O)[O-])o2)c2ccccc2N1
? | . | O=[N+]([O-])c1ccc(S(=O)(=O)N2CCN(c3ccnc4cc(Cl)ccc34)CC2)cc1
? | . | COc1ccc(S(=O)(=O)N2CCN(CCOc3ccccc3Cl)CC2)cc1OC
-24.5% | -0.9 | COc1ccc(C(=O)NCC(=O)N2CCN(C(=O)c3ccco3)CC2)cc1
? | . | N/C(=N\OC(=O)Cc1ccccc1)c1ccc([N+](=O)[O-])cc1
-8.3% | -15.7 | CCO[C@H]1OC(C(=O)N2CCCCCCC2)=C[C@@H](c2coc3ccccc3c2=O)[C@@H]1CCCO
? | . | CCn1c(SCC(=O)NCc2ccco2)nnc1C1CCCC1
0.4% | 2.2 | CCC(=O)OC1(C)C(=O)C=C2C=C(c3ccsc3)OC=C2C1=O (stereo not drawn)
13.4% | 7.9 | N/C(=N\O)c1ccncc1
? | . | O=C(C1CCN(S(=O)(=O)N2CCC3(CC2)OCCO3)CC1)N1CCC(Cc2ccccc2)CC1
0.5% | 6.9 | COc1cccc(C(c2nnnn2Cc2ccccc2)N2CCN(C3CCCC3)CC2)c1OC (stereo not drawn)
? | . | CC(=O)N1c2ccccc2NC2=C(C(=O)CCC2)C1c1ccco1 (stereo not drawn)
-9.0% | . | CCc1cc2cc(C)ccc2nc1SCC(=O)Nc1cc(C)on1
0.7% | -3.6 | O=C(OC1CCCCC1=O)c1ccc(S(=O)(=O)Nc2ccccc2)cc1 (stereo not drawn)
i | -10.3 | Cn1c(=O)n(C)c2cc(NC(=O)CCl)ccc21
i | 7.9 | Cc1cc(C(=O)Nc2ccc(F)cc2)c2ccccc2n1
? | . | CN(C(=O)COC(=O)CNC(=O)c1ccc(Cl)cc1Cl)c1ccccc1
-4.6% | -7.4 | CC1CCCCN1C(=O)Cn1c(=O)n(-c2ccc(F)cc2)c(=O)c2sccc21 (stereo not drawn)
? | . | CCN1C(c2ccc(F)cc2)=CS/C1=C(\C#N)c1nnc2n1-c1ccccc1SC2
? | . | CCOC(=O)c1ccc(NCc2nc3ccccc3n2C)cc1
i | -9.2 | O=C(COC(=O)c1cnccn1)c1ccc(C2CCCCC2)cc1
-8.6% | -13.8 | Cc1cccc(-n2c(O)c(/C=N/NC(=O)c3ccccc3Cl)c3ccccc3c2=O)n1
? | . | Cn1cc(SCC(N)=O)c2ccccc21
? | . | CCCn1c(SCC(=O)NCCc2ccc(OC)c(OC)c2)nc2c1c(=O)n(C)c(=O)n2C
1.6% | 16.6 | Cc1ccnc(SCC(=O)c2ccc(Br)cc2)c1C#N
? | . | O=C(Cc1cccs1)Nc1nncs1
? | . | O=[n+]1c2c(n([O-])c3c1CCCC3)CCCCC2
-2.6% | 5.5 | CN(C(=O)/C=C/c1ccc([N+](=O)[O-])s1)c1ccccc1
? | . | Cc1nn(-c2ccccc2)c(C)c1/C=N\NS(=O)(=O)c1ccc(Cl)cc1
? | . | O=C(N[C@@H]1CCC(=O)N(CC[C@H](Oc2ccccc2)c2ccccc2)CC1)OCc1ccccc1
